FXIIa inh = inhibitors of human coagulation factor XIIa; P00748; purified FXIIa, Boc-QGR-AMC fluorogenic substrate, 2 h; inhibition, % at 5 µM; actives 0.3% (n = 220,000); in the data active = inhibition above about 40%;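 also: 0% = enzyme with no compound and 100% = blank without enzyme; many of its hits are not listed in these tables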
m-calpain inh = calpain II (pig) inhibition. purified calpain II, fluorogenic peptide substrate, 30 min. inhibition, % at 16 µM. actives 0.37% (n = 220,000). AID 1236;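 active = inhibition above about 50%, limit read from the data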
Furin inhibitor = inhibitors of human furin. purified furin, fluorogenic substrate cleavage. inhibition, % at 30 µM. actives 0.061% (n = 220,000). AID 463115; in the data active = inhibition above about 25%; also: inactives centre near -15
Target sequence (P09958 108-714 limits assumed): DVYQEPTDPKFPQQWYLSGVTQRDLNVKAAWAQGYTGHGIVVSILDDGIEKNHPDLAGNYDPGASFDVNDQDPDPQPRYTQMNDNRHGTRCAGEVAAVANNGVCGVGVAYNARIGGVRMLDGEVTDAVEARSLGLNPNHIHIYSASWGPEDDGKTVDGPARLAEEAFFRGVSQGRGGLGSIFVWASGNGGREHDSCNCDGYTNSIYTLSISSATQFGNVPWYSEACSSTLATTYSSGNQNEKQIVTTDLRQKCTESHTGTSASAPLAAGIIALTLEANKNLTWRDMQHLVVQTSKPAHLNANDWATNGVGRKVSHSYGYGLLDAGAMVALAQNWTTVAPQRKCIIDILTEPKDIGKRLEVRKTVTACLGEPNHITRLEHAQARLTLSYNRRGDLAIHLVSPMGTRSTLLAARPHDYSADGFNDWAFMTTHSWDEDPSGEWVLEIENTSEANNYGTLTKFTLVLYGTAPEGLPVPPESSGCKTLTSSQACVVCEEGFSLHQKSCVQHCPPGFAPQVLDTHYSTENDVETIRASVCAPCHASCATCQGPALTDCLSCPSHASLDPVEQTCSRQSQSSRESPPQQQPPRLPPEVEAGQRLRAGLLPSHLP
FXIa inh 1536 = factor XIa (human) inhibition; inhibition, % at 5 µM; purified FXIa, Boc-Glu-Ala-Arg-AMC fluorogenic substrate; P03951; actives 0.14% (n = 220,000);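 active = inhibition of at least 40%; inactive = inhibition below 40%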;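 also: fluorescence of freed AMC excited at 355 nm; 0% = enzyme without compound and 100% = no enzyme blank; many of its hits are not listed in these tables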
thrombin 1536 = inhibitors of human thrombin; P00734; alpha-thrombin, Boc-VPR-AMC fluorogenic substrate cleavage; inhibition, % at 5 µM; actives 0.26% (n = 220,000);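 active = inhibition at or above 40%; inactive = inhibition below 40%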;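 also: 0% = enzyme with no compound and 100% = wells without enzyme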
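Test system: human alpha-thrombin protein / Dosing: one concentration per compound, 5 µM, with 0.2% DMSO / Medium: pH 7.5 Tris-saline with Tween 20 / Benchmarks: no-compound enzyme wells and no-enzyme blanks / Read-out basis: percent inhibition of thrombin substrate cleavage / Timing: reaction at room temperature / Measured by: fluorescence, ex 355 nm, em 460 nm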
Rad51 HR inh = Rad51 (human) homologous recombination inhibition; actives 0.085% (n = 200,000); hRad51 DNA strand exchange, fluorescence dequenching; Q06609; inhibition, % at 10 µM;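 active = inhibition above 40% at the single screening dose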;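 also: 0% = DMSO control wells and 100% = blanks with heterologous ssDNA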
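Assay system: Human Rad51 nucleoprotein filaments preassembled on unlabelled ssDNA | Reagent: Donor/quencher-labelled 47-bp dsDNA substrate | Doses: One concentration, 10 µM final | Times: 37 °C 15-min filament assembly, 30-min compound preincubation, 15-min exchange | Technique: Fluorescein emission 520 nm, excitation 485 nm | Benchmarks: Plate control and blank wells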
PERK inh = human PERK inhibition, primary cell-based screen. Q9NZJ5. CHO PERK-DD fusion, SEAP luminescence translation reporter. inhibition, % at 5.6 µM. actives 0.17% (n = 220,000);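 active = inhibition above the mean inhibition of all tested compounds plus 3 SD, set separately per screening campaign, cut at about 2.9% in these data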;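 also: PERK kinase domain activated by AP20187 dimerizer at 100 nM; 0% = DMSO with dimerizer and 100% = rapamycin at 8.4 µM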
Cl transport mod = modulates chloride dependent transport by human KCC2. KCC2 cells, thallium flux FluoZin-2 fluorescence. B-score of Tl+ flux slope (higher = more flux/activation; lower = inhibition) at 10 µM. actives 2.2% (n = 190,000);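 active = thallium flux slope and its plate-corrected score both differing from the plate sample mean at a set confidence after two filtering rounds, in either direction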;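 also: slope of fluorescence scaled to starting intensity during 10 to 20 s after thallium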
KLK5 inh = inhibitors of human kallikrein 5. Q9Y337. AID 873. recombinant hK5, fluorogenic AMC substrate cleavage. inhibition, % at 5 µM. actives 0.59% (n = 210,000);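 active = inhibition of 40% or more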;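 also: 0% = enzyme controls without compound and 100% = no-enzyme blanks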
Target sequence (Q9Y337 67-293 limits assumed): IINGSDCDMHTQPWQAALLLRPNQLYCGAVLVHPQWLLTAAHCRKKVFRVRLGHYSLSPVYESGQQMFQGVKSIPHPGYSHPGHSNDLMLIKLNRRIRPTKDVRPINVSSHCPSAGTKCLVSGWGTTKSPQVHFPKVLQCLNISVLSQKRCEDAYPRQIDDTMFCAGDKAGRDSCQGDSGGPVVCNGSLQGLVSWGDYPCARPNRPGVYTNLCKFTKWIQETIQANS
* = called active by the depositor; nt = not tested or not shown; [ ] = dose if it differs, or a comment. An excerpt; rates above refer to the full screens.

Every second line gives: FXIIa inh, m-calpain inh, Furin inhibitor, FXIa inh 1536, thrombin 1536, Rad51 HR inh, PERK inh, Cl transport mod, KLK5 inh
COc1ccc(-n2c(=O)c3ccccc3n(CC(=O)NC3CCCCC3)c2=O)cc1
    12, 4, -13[20 µM], 9, 1, 4, -0.4, 1.3, -3
COc1ccc(C(=O)CC2OC(=O)c3c2ccc(OC)c3OC)cc1 (stereo not drawn)
    4, 4, -17[20 µM], -4, 1, -4, 0.4, nt, 7
Cc1cccc(C2c3[nH]c4ccccc4c3CCN2C(=O)c2cc(-c3cccn3C)n[nH]2)n1 (stereo not drawn)
    1, -178, -22, -6, 0, 9, -0.7, -0.5, -6
Cc1cc(C)n(CCN(C)C(=O)c2cc(COc3c(F)cccc3F)on2)n1
    8, -1, -37, 0, 4, nt, 0.9, nt, nt
COc1ccc(S(=O)(=O)N(C)CC(=O)Nc2ccccc2SC)cc1
    27, -5, -9[20 µM], 14, 0, 7, -1.4, nt, -19
CCOC(=O)N1CCC(N(CCOC)C(=S)Nc2cccc(SC)c2)CC1
    -8, 31, -5, -8, 0, 1, -0.3, -1, -25
CCOc1ccc(NCC(=O)c2ccc(C)cc2)cc1
    11, -23, -18, 3, 5, 11, 0.3, -0.65, -11
COc1ccc(NC(=O)N2CCCc3ccccc32)cc1
    -11, 8, -35, -4, -16, 3, -0.1, 0.79, 2
Cc1[nH]c(=O)cc2ccccc12
    9, 4, -21, -2, 3, -2, 0.1, 0.17, -1
CCOC(=O)C1=C(O)CSC1=Nc1cccc(Cl)c1
    10, -13, -3, 7, 1, 2, -0.9, nt, 4
CCNC(=O)CC1SC(=Nc2ccccc2C)N(C)C1=O (stereo not drawn)
    17, -11, 14[20 µM], 5, 2, -30, 0.8, 0, -23
COc1ccc(/C=N/NC(=S)Nc2ccccc2)cc1COc1ccccc1F
    4, -10, -22, 3, -7, 6, 0.8, 1.8, -11
NC(=O)c1oc2ccccc2c1NC(=O)C1COc2ccccc2O1 (stereo not drawn)
    5, -9, -21, -5, 0, 2, 0.0, 0.79, -6
COc1ccc(NC(=O)c2cncc(Br)c2)c(S(=O)(=O)N2CCOCC2)c1
    19, -6, -21, 0, 1, -5, -0.1, nt, -13
Cc1cc2nc(SCC(=O)N(C)C)c3c(c2cc1C)CCCC3
    18, -32, -5[20 µM], 1, -5, -5, -1.1, -1.7, -7
CCOCCCn1c(SCC(=O)NCc2ccc3c(c2)OCO3)nc2ccccc2c1=O
    8, -21, 7, -3, -4, -14, -0.7, -0.87, -5
COc1ccc(Cc2nnc(Nc3ccc4c(c3)OCCO4)[nH]c2=O)cc1
    7, 34, -18, 1, -1, 10, 0.6, 2, 2
CC1CN(c2ncnc3c2cnn3-c2ccc(Cl)cc2)CC(C)O1 (stereo not drawn)
    6, 5, -15, 0, -7, -1, 0.6, 0.17, 3
CCC(=O)N[C@@H]1CC(C(C)(C)NC(=O)CC)CC=C1C (stereo partly drawn)
    -16, -3, -33, -6, -15, 5, 1.8, 0.57, -2
COc1ccc2no[n+]([O-])c2c1
    6, 16, -8, 1, -2, -19, 1.6, 0.71, 0
CO/N=C(\C(=O)N[C@@H]1C(=O)N2C(C(=O)O)=C(COC(C)=O)CS[C@H]12)c1csc(N)n1 (stereo in doubt)
    6, 22, -12, 25, 3, -8, 1.3, -0.93, -6
Cc1cccc(C)c1NC(=S)N=Nc1c(O)n(C)c2ccc(S(=O)(=O)N3CCOCC3)cc12
    20, -59, -6, 5, 11, nt, -0.5, 4.4*, -20
COc1ccc(CCN2CC(O)=C(c3nc4ccccc4c(=O)[nH]3)C2=N)cc1OC
    -17, -89, -9[20 µM], -19, -5, 2, 0.6, -0.33, -21
O=C(Nc1ccc(N2CCOCC2)c(Cl)c1)c1ccc2c(c1)OCCO2
    10, 27, -19, 3, 13, 11, -0.6, 0.48, 6
Cc1cc(C=O)c(C)n1-c1ccc(N2CCOCC2)c([N+](=O)[O-])c1
    5, -12, -14, -2, -1, -6, 1.7, 0.077, 3
CC(=O)Nc1ccc(S(=O)(=O)Nc2nc3ccccc3nc2Nc2ccccc2)cc1
    4, -38, -20, 3, -3, nt, 0.6, -0.43, -22
CCOc1cc(C(c2c(C)[nH][nH]c2=O)c2c(C)[nH][nH]c2=O)ccc1OS(=O)(=O)c1ccccc1
    5, -49, 12[20 µM], 3, 2, 2, -0.2, -0.025, -5
O=c1[nH]c(CSc2nnc(-c3ccncc3)n2Cc2ccco2)nc2ccccc12
    11, -14, -18, -2, 1, 0, -0.3, nt, -1
Cc1ccc(O)c(C(CC(=O)NC2CCCCC2)c2ccccc2)c1 (stereo not drawn)
    10, 15, -18, 2, -6, 6, 0.5, 0.3, 4
OCCN(CCO)CC(O)COCCC12CC3CC(CC(C3)C1)C2 (stereo not drawn)
    0, -46, -19[20 µM], -4, -9, 0, -0.3, 0.75, -22
c1ccc(C2=Nc3ccccc3SC2c2nc3ccccc3[nH]2)cc1 (stereo not drawn)
    -8, 21, -17[20 µM], -14, -3, 1, 0.3, 1.1, 8
CC1(C)CC(=O)C(C2c3ccccc3Oc3ccccc32)C(=O)C1
    2, 1, -16, 2, -5, 14, 1.4, 0.67, -12
COc1ccccc1/C=C(\NC(=O)c1ccc(OC)c(OC)c1)C(=O)Nc1cccc([N+](=O)[O-])c1
    -1, -27, -15, 8, -6, -4, -0.1, 0.61, -19
CC(=O)Nc1ccc(NC(=O)CN(c2cccc([N+](=O)[O-])c2)S(C)(=O)=O)cc1
    3, -11, -20, -5, -6, -5, -0.2, 0.54, -10
O=C(NCc1ccco1)C(c1ccccc1)N(Cc1cccnc1)C(=O)Cn1nnc2ccccc21 (stereo not drawn)
    11, -24, -24, 9, -2, 3, 0.9, -0.88, -5
C/C(O)=C(/C=Nc1ccccc1)C(=O)Nc1ccccc1
    9, 30, -13, -1, nt, -5, -0.6, -0.14, 1
O=C(O)/C=C/C(=O)Nc1ccc(OC(F)(F)Cl)cc1
    3, -23, -22, -4, 7, 7, -0.1, 0.28, -7
COC(=O)c1c(C)oc(C)c1S(=O)(=O)NCc1ccc(Cl)cc1Cl
    8, -2, -13, 2, 1, 16, -0.9, -0.76, 0
C=CCNc1oc(COc2ccc(C)cc2)nc1C#N
    8, 16, -18, 4, -2, 1, 0.0, nt, -12
O=c1[nH]ncc(NCc2ccc(Cl)cc2)c1Cl
    2, -5, -6, -2, nt, 6, 0.3, 0.17, -5

The last seven compounds of the part before open the next one.
Every second line gives: FXIIa inh, m-calpain inh, Furin inhibitor, FXIa inh 1536, thrombin 1536, Rad51 HR inh, PERK inh, Cl transport mod, KLK5 inh
CC(=O)Nc1ccc(NC(=O)CN(c2cccc([N+](=O)[O-])c2)S(C)(=O)=O)cc1
    3, -11, -20, -5, -6, -5, -0.2, 0.54, -10
O=C(NCc1ccco1)C(c1ccccc1)N(Cc1cccnc1)C(=O)Cn1nnc2ccccc21 (stereo not drawn)
    11, -24, -24, 9, -2, 3, 0.9, -0.88, -5
C/C(O)=C(/C=Nc1ccccc1)C(=O)Nc1ccccc1
    9, 30, -13, -1, nt, -5, -0.6, -0.14, 1
O=C(O)/C=C/C(=O)Nc1ccc(OC(F)(F)Cl)cc1
    3, -23, -22, -4, 7, 7, -0.1, 0.28, -7
COC(=O)c1c(C)oc(C)c1S(=O)(=O)NCc1ccc(Cl)cc1Cl
    8, -2, -13, 2, 1, 16, -0.9, -0.76, 0
C=CCNc1oc(COc2ccc(C)cc2)nc1C#N
    8, 16, -18, 4, -2, 1, 0.0, nt, -12
O=c1[nH]ncc(NCc2ccc(Cl)cc2)c1Cl
    2, -5, -6, -2, nt, 6, 0.3, 0.17, -5
CCOc1ccc(/C=N/NC(=O)C(C)N(c2ccc(OC)cc2)S(C)(=O)=O)cc1OCC (stereo not drawn)
    1, -3, -5, -9, -27, -10, -0.3, -1.4, -5
COCCN(C(=S)Nc1ccc(C)cc1C)C(C)c1cccs1 (stereo not drawn)
    2, 18, -27, -4, -3, -36, 1.0, -0.46, -9
O=C1c2ccccc2NC(c2ccc3c(c2)OCO3)N1O (stereo not drawn)
    15, 1, 0, 1, 0, 2, 0.2, 1.9, -25
CCOC(=O)C1CCCN(CC(=O)NC2=Nc3ccccc3N=C(C)C2c2ccccc2)C1 (stereo not drawn)
    -4, 24, -15[20 µM], -9, -9, -3, -0.6, 0.046, -14
O=C(Nc1nc2c(s1)CCCC2)C1CCCN1C(=O)c1cccs1 (stereo not drawn)
    7, -25, 0, -8, -2, -5, -0.7, 0.42, -27
COc1ccc(N/C=C/C(=O)C(C)(C)C)cc1
    14, 15, -16, 4, 1, nt, 0.2, -0.16, nt
CCCCCN(C(=O)NC(=O)NCCCC)S(C)(=O)=O
    -5, -15, -22, 7, 3, 5, 2.3, nt, 1
CC(=O)NC1C(=O)N=C(SC(C)C(=O)Nc2cccc(Cl)c2)NC1=O (stereo not drawn)
    -7, -30, -26, -8, 0, 9, 0.4, 1.8, -28
N#Cc1ccc(C(=O)NCC(c2ccco2)N2CCCCC2)cc1 (stereo not drawn)
    1, 14, -3[20 µM], -14, -5, 4, -1.3, nt, 5
NC(=O)c1ccc(NC(=O)CCC(=O)N2CCN(S(=O)(=O)c3ccc(Cl)cc3)CC2)cc1
    15, 22, -14, 11, 3, -17, -0.4, -0.56, 0

Two entries from above, with values ahead of the structure:
FXIIa inh | m-calpain inh | Furin inhibitor | FXIa inh 1536 | thrombin 1536 | Rad51 HR inh | PERK inh | Cl transport mod | KLK5 inh | mol
-17 | -89 | -9[20 µM] | -19 | -5 | 2 | 0.6 | -0.33 | -21 | COc1ccc(CCN2CC(O)=C(c3nc4ccccc4c(=O)[nH]3)C2=N)cc1OC
10 | 15 | -18 | 2 | -6 | 6 | 0.5 | 0.3 | 4 | Cc1ccc(O)c(C(CC(=O)NC2CCCCC2)c2ccccc2)c1 (stereo not drawn)

(cont.)
Every second line gives: FXIIa inh, m-calpain inh, Furin inhibitor, FXIa inh 1536, thrombin 1536, Rad51 HR inh, PERK inh, Cl transport mod, KLK5 inh
CCOc1ccccc1N(C)C(=O)C1CCN(S(=O)(=O)c2cccc3nonc23)CC1
    0, -61, -10[20 µM], 2, -9, nt, -1.6, 0.083, -15
CCOC(=O)C1CCCN(C(=O)c2ccc([N+](=O)[O-])cc2)C1 (stereo not drawn)
    11, 17, -2, 7, 2, nt, 0.5, 1.1, -4
CCOC(=O)/C(=N/Nc1ccc(Cl)cc1)Sc1nnnn1-c1ccc(C)cc1
    11, -11, -14, 5, 0, nt, 0.5, -0.033, -21
Cc1ccc(C(NC(=O)/C=C\c2ccc3c(c2)OCO3)C(=O)Nc2ccc3c(c2)OCO3)cc1 (stereo not drawn)
    10, -64, -28, 7, 0, -5, 0.3, 0.037, -24
CCn1c(SCc2cc(=O)n3ccsc3n2)nc2ccccc21
    2, -38, -18, -5, 2, -3, -0.7, -0.19, -19
O=C(c1ccccc1)c1c[nH]c(C(=O)NNc2ccccc2)c1
    nt, -21, -26, -6, -6, 3, -0.5, 1.3, -2
CN(C)CCNC(=O)/C(=C/c1ccc(-c2cccc(Cl)c2)o1)NC(=O)c1ccccc1
    6, -21, -4, 2, -10, 5, -0.3, -1.3, -19
CCCCNC(=O)Cn1cnc([N+](=O)[O-])n1
    8, -28, -26, -2, -8, 0, 0.7, -0.15, 0
